HT1080 IDH1KD tx: kills HT-1080 cells with IDH1 knockdown. HT-1080 IDH1 knockdown viability, ATP luminescence, 48 h. Potency, µM (series often up to 46.1 µM), without a hit: at the highest dose activity, negative = toxicity, most hits filed as cytotoxic. hit rate 2% among 360,000. AID 686971;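 note: potency is the fitted concentration of half-maximal effect; 0% = DMSO wells and -100% = cell-free medium wells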
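Using the IDH1-knockdown HT-1080 line run in the same batch and compound series as the NT line, viability after 48 h at 37 °C was determined by CellTiter-Glo luminescence and expressed as % activity.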
HT1080NT lethal: kills 2HG-producing HT-1080-NT fibrosarcoma cells; HT-1080-NT fibrosarcoma viability, CellTiter-Glo ATP luminescence, 48 h; Potency, µM (top dose mostly 46.1 µM), inactives show top-dose activity, negative = less viability, hits mostly cytotoxic; hit rate 1.6% among 360,000; AID 686970;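 note: NT is the 2HG producing partner of a matched IDH1 knockdown line; potency is the fitted concentration of half-maximal effect; 0% = DMSO-treated cells and -100% = media-only wells without cells; nearly all actives have a fitted effect of over 55% in size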
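HT-1080-NT fibrosarcoma cells (2HG-overproducing), 750 cells/well in RPMI with 5% FBS, dosed after 2 h and incubated 48 h at 37C. CellTiter-Glo luminescence normalized to DMSO and no-cell wells; concentration-response curves fitted and classed.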
SW480 rerep: induces DNA re-replication in SW480 colon adenocarcinoma cells | SW480 DNA re-replication, Hoechst DNA content imaging, 48 h | Potency, µM (series often up to 46.1 µM), without a hit: top-dose re-replication activation, usual class: activators | hit rate 1.8% among 340,000; note: potency is the fitted concentration of half-maximal effect; % of control where 0% means no effect; nearly all actives have a fitted effect of over 55% in size
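SW480 cells exposed to compounds for 48 hr at 37 C, 5% CO2, then Hoechst-stained 40 min. Nuclear DNA content imaged by fluorescence scanning (405 nm excitation, 500-530 nm emission); re-replication scored as increased high-intensity nuclei.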
GLP-1R agonist: GLP-1 receptor (human) agonism; P43220; HEK293 GLP-1R CRE-luciferase, luminescence, 4-6 h; cells express a hypersensitive GLP-1R form; Potency, µM (top dose mostly 45.6 µM), without a hit: at the top dose activation, actives largely listed as activators; hit rate 0.007% among 380,000; AID 624172; note: potency is the fitted concentration of half-maximal effect; % of control where 0% means no effect
Target sequence (P43220 whole entry, looked up): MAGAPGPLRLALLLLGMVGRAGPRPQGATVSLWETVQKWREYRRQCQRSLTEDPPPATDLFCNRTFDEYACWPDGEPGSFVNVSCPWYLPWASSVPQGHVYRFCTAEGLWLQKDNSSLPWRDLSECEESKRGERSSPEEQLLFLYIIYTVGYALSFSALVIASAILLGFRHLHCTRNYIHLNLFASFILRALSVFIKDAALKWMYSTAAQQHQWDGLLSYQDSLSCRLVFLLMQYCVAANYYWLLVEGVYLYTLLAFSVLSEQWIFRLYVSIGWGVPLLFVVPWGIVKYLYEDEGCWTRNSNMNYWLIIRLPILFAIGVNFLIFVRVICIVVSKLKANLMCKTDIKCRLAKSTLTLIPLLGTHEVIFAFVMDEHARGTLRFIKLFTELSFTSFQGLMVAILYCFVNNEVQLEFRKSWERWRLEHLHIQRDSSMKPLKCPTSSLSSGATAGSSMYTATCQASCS
DRD3 antagonist: blocks the human D3 dopamine receptor. D3R cells, DiscoveRx beta-arrestin luminescence, antagonist mode; stronger effect = lower value. max response, negative = inhibition, %. hit rate 2.5% among 360,000; in the data active = max response below about -50%; inconclusive = no clear call, values can overlap the other calls; note: % is set by controls: 0 for no effect and ±100 for the full control effect; mostly tested at two doses, the higher about 12 µM
Target sequence (P35462 whole entry, looked up): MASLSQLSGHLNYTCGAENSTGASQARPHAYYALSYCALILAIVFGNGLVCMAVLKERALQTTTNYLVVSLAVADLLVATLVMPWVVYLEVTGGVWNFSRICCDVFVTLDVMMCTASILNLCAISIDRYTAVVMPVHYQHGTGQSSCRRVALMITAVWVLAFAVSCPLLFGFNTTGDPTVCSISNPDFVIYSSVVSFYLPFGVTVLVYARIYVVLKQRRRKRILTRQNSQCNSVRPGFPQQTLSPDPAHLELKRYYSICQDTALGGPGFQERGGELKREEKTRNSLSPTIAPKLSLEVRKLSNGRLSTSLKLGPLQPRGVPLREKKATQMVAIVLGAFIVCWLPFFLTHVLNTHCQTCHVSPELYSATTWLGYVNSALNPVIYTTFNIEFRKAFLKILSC
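Cells plated overnight at 1500 cells/well, then exposed to library compounds with dopamine controls for 90 minutes at 37 degrees C. DiscoveRx reagent added for 30–60 minutes at room temperature; luminescence read, quantitative HTS format.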
KB-V1 MDR tox: kills drug-selected multidrug resistant KB-V1 cells; KB-V1 MDR cells viability, CellTiter-Glo, 72 h; Potency, µM (series often up to 46.1 µM), for inactives: at the highest dose activity change, negative = cytotoxicity, hits mostly cytotoxic; hit rate 3.4% among 400,000; AID 1347076; note: potency is the fitted concentration of half-maximal effect; % is set by controls: 0 for no effect and ±100 for the full control effect; nearly all actives have a fitted effect of over 60% in size
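In this primary screen, KB-V1 cells overexpressing P-gp are incubated with library compounds (lowest to highest concentration) for 72 h at 37 degrees C before a luminescent ATP viability read.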
KB-3-1 cytotox: kills parental KB-3-1 adenocarcinoma cells; Potency, µM (top dose mostly 46.1 µM), without a hit: at the top dose activity change, negative = cytotoxic, hits mostly cytotoxic; KB-3-1 viability, CellTiter-Glo ATP luminescence, 72 h; hit rate 1.4% among 400,000; note: potency is the fitted concentration of half-maximal effect; % is set by controls: 0 for no effect and ±100 for the full control effect; nearly all actives have a fitted effect of over 60% in size
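Screening of KB-3-1 cells (DMEM, 10% FBS, phenol-red free) ran from lowest to highest compound concentration; after 72 h at 37 °C viability was read luminescently and curves fitted.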
IL1B secr inh: inhibitors of inflammasome signaling (IL-1 beta secretion); THP-1 LPS/ATP IL-1B secretion, AlphaLISA, 16 h; stronger effect = lower value; activity change, % at 57.5 µM; hit rate 4.7% among 360,000; in the data active = activity change below about -50%; inconclusive = mostly about -30% to -49%; note: % is set by controls: 0 for no effect and ±100 for the full control effect
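THP-1 cells pretreated 1 hr with compounds (up to 57.5 uM final), then stimulated with LPS (250 ng/mL final) plus ATP (1.25 mM final); secreted IL-1B measured by AlphaLISA after 16 hr, decreased signal indicating inhibition.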
D3 ag: D3 dopamine receptor (human) agonism; P35462; D3R DiscoveRx beta-arrestin cells, luminescence, 90 min; max activation, %; hit rate 0.58% among 410,000; in the data active = max activation above about 30%; note: 0% is about no effect; mostly tested at two doses, the higher about 12 µM
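Agonist mode: compounds and dopamine controls were applied to plated cells for 90 min at 37 degrees C after an overnight attachment at 1500 cells/well. Luminescent read-out followed 30 - 60 minutes at room temperature with DiscoveRx detection reagent.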
* marks the source's active call; other numbers are inactive results; ? = inconclusive; nt = no result given; [ ] = another dose, or the depositor's remark. Unless noted, calls come from the whole dose curve; as a rule, active = well fitted curve in the direction sought with a large enough effect; inconclusive = small, poorly fitted or top-dose-only effect, or another doubt; inactive = no such curve, though single readings can be large; an effect the other way counts as inactive or inconclusive.

SMILES	HT1080 IDH1KD tx	HT1080NT lethal	SW480 rerep	GLP-1R agonist	DRD3 antagonist	KB-V1 MDR tox	KB-3-1 cytotox	IL1B secr inh	D3 ag
CCC1(c2ccccc2)NC(=O)N(CC(=O)Nc2cc(Cl)ccc2N2CCN(C)CC2)C1=O (stereo not given)	-14.1%	-18.6%	?	-5.6%	?	13.0%	1.1%	-29.8	-6.0
O=C(O)c1ccc(C(=O)c2ccc3c(c2)C(=O)N(Cc2ccco2)C3=O)cc1	16.5%	27.1%	-1.2%	-7.2%	?	21.8%	18.7%	6.5	-1.9
Cc1ccc(-n2nc3c(=O)n(CC(=O)NCCc4ccc(Cl)cc4)nc(C)c3c2C)cc1	-2.2%	-1.6%	-0.5%	-7.1%	?	-20.3%	-5.3%	-7.6	-15.1
CCc1nc2c(OCCn3cccc3)cccn2c1N(C)C(=O)c1cccs1	10.1%	24.0%	nt	-2.7%	-5.0	-10.7%	-0.1%	-21.9	-7.8
Cc1c(C(=O)Nc2ccc(S(=O)(=O)Nc3ncccn3)cc2)oc2ccccc12	-0.4%	-8.4%	-18.1%	-7.6%	7.7	1.2%	-16.3%	46.6	1.9
Cc1ccc2c(c1)c1c3n2CCN(CC(N)=O)C3CCC1 (stereo not given)	12.1%	-2.6%	?	4.5%	-9.8	?	?	-1.7	6.0
CCCc1c(C(=O)Nc2ccc(F)cc2F)cnn1-c1ccccc1	-1.7%	22.5%	-2.3%	-5.9%	10.3	?	-18.6%	-9.9	4.0
Cc1ccc(NC(=O)CN2C(=O)NC(C)(c3ccc(Cl)cc3)C2=O)c(Br)c1 (stereo not given)	?	-29.8%	?	10.5%	-23.1	0.0%	-11.8%	?	-17.3
COCCNC(=S)NN=C1CCC(c2ccccc2)CC1 (stereo not given)	-15.0%	-9.6%	?	1.5%	0.5	7.8%	2.5%	14.0	-0.6
Cc1ccc2c(=O)cc(C(=O)NCc3ccccc3)oc2c1C	-0.2%	10.0%	14.5%	5.2%	-11.4	-0.1%	-0.1%	1.1	-11.3
Cc1ccc(C)c(OCC(=O)NNC(=O)CCN2CCN(c3ccccc3)CC2)c1	-9.0%	0.1%	4.5%	1.8%	-71.4*	20.6µM*	-0.1%	-10.0	-5.8
CC(C)Oc1ccc(S(=O)(=O)N2CCOCC2)cc1NC(=O)c1ccc(Cl)c(S(=O)(=O)N2CCOCC2)c1	5.5%	-0.2%	nt	3.2%	14.7	-16.3%	-30.2%	?	2.1
Cn1cnnc1SCC(=O)Nc1nc(-c2ccc(F)cc2)cs1	9.9%	9.2%	-6.4%	0.1%	0.8	?	-16.5%	-0.9	-0.3
CCOc1nc(-c2ccccc2)ccc1-c1noc(-c2ccncc2)n1	-8.3%	0.4%	-12.1%	0.4%	10.0	1.1%	-4.7%	11.1	8.2
CCC(Oc1ccccc1OC)C(=O)N1CC(=O)Nc2ccccc21 (stereo not given)	20.6%	10.3%	1.3%	13.8%	-8.8	5.1%	?	15.9	-2.8

Whole records, quoted from the list. Order of screens: HT1080 IDH1KD tx | HT1080NT lethal | SW480 rerep | GLP-1R agonist | DRD3 antagonist | KB-V1 MDR tox | KB-3-1 cytotox | IL1B secr inh | D3 ag
Cc1ccc(-n2nc3c(=O)n(CC(=O)NCCc4ccc(Cl)cc4)nc(C)c3c2C)cc1 is entered as -2.2% | -1.6% | -0.5% | -7.1% | ? | -20.3% | -5.3% | -7.6 | -15.1
Cn1cnnc1SCC(=O)Nc1nc(-c2ccc(F)cc2)cs1 is entered as 9.9% | 9.2% | -6.4% | 0.1% | 0.8 | ? | -16.5% | -0.9 | -0.3
Cc1ccc2c(=O)cc(C(=O)NCc3ccccc3)oc2c1C is entered as -0.2% | 10.0% | 14.5% | 5.2% | -11.4 | -0.1% | -0.1% | 1.1 | -11.3
CCOc1nc(-c2ccccc2)ccc1-c1noc(-c2ccncc2)n1 is entered as -8.3% | 0.4% | -12.1% | 0.4% | 10.0 | 1.1% | -4.7% | 11.1 | 8.2
O=C(O)c1ccc(C(=O)c2ccc3c(c2)C(=O)N(Cc2ccco2)C3=O)cc1 is entered as 16.5% | 27.1% | -1.2% | -7.2% | ? | 21.8% | 18.7% | 6.5 | -1.9

Remaining list, next part:
SMILES	HT1080 IDH1KD tx	HT1080NT lethal	SW480 rerep	GLP-1R agonist	DRD3 antagonist	KB-V1 MDR tox	KB-3-1 cytotox	IL1B secr inh	D3 ag
Cc1ccccc1OCc1nc2ccccc2c(=O)n1/N=C/c1cn[nH]c1-c1ccccc1	?	?	?	-5.2%	22.7	13µM*	?	-52.7*	6.8
CC(=O)N1CCN(S(=O)(=O)c2cccc(C(=O)OCC(=O)N(Cc3ccccc3)C(C)(C)C)c2)CC1	2.6%	0.0%	-9.4%	-2.4%	-1.1	10.8%	-4.0%	9.5	7.0
Cc1ccc(NC(=O)CSc2nnc(-c3n[nH]c4ccccc34)n2-c2ccccc2)c(C)c1	?	-25.3%	6.1%	-2.6%	5.8	-21.1%	0.5%	-51.1*	1.2
CCCNC(=O)c1oc2ccc3c(c2c1C)C=CC(C)(C)O3	-14.9%	-3.2%	0.5%	?	18.0	-26.4%	-1.9%	-2.0	9.3
CCN(CC)c1ccc(-c2nn3c(-c4ccccc4OC)nnc3s2)cc1	?	1.03µM*	1.3µM*	0.9%	-19.2	1.46µM*	0.82µM*	0.0	-8.0
CCOC(=O)c1c(NC(=O)COC(=O)Cn2c(C)nc3ccccc32)sc2c1CCCC2	13.7%	13.1%	-2.4%	2.8%	5.5	9.1%	2.4%	30.6	26.8
Cc1ccc(Cc2c(-c3ccccc3)nc3c(C)cc(Br)cn23)cc1	5.6%	11.0%	nt	0.2%	18.1	-25.1%	-32.3%	27.8	5.4
CCn1cc(C(=O)NCCN(CC(C)C)CC(C)C)c(=O)c2cc(S(=O)(=O)N3CCOCC3)ccc21	-0.7%	-16.5%	-11.8%	8.7%	7.4	-6.8%	-0.4%	?	6.7
O=C(COC(=O)Cc1ccccc1F)Nc1ccc(SC(F)F)cc1	16.2%	20.4%	-1.0%	7.3%	?	?	7.8%	-2.2	5.9
CCN(CC)CCNC(=O)CNC(=O)c1nn(-c2ccc(OC)cc2)c(=O)c2ccccc12	-3.3%	-1.0%	-9.8%	-3.5%	-0.7	?	7.3%	-23.6	-0.8
COc1ccc(C2=NN(CN3C(=O)C(=O)c4ccccc43)C(c3ccc(Br)cc3)C2)cc1 (stereo not given)	4.1%	8.8%	1.1%	0.9%	-19.7	15.3%	0.5%	-79.4*	-17.6
Cc1cccc(N(C)C(=O)c2cc3c(=O)[nH]c4ccc(C)cc4c3s2)c1	?	?	9.2µM*	0.4%	-15.8	?	7.31µM*	3.4	-11.7
Cc1ccccc1OCCNC(=O)/C=C/c1ccc([N+](=O)[O-])cc1	-0.1%	-7.2%	0.0%	10.3%	3.4	6.4%	-2.4%	-69.5*	0.7
Cc1nn(Cc2ccc(Cl)c(Cl)c2)c(C)c1NC(=O)c1cc(C2CC2)on1	-25.1%	-12.2%	9.6%	20.3%	-4.7	?	?	-6.2	1.4
CCCn1c(N)c(CC)c(=O)[nH]c1=O	-2.2%	0.8%	-19.7%	1.1%	-2.1	-7.2%	-16.1%	?	2.7
Cn1ccnc1Sc1ccc(/C=N/NC(=O)c2ccccc2[N+](=O)[O-])cc1[N+](=O)[O-]	-8.1%	-0.7%	-1.9%	3.0%	-8.9	-1.4%	1.7%	19.5	1.5
CCOc1ccccc1NC(=O)NC1CCN(CC(=O)Nc2ccc3c(c2)OCCO3)CC1	8.0%	0.1%	-0.8%	-1.0%	?	-20.8%	2.3%	-0.6	-33.0
Cc1nc(N2CCOCC2)nc(Oc2ccccc2F)c1[N+](=O)[O-]	-15.9%	-26.0%	-25.5%	15.5%	-0.5	-1.4%	-7.4%	-23.8	8.0
Cc1cc(C)c2nc(N3CCC(C(=O)N4CCN(C(=O)c5ccco5)CC4)CC3)sc2c1	-12.0%	-3.5%	0.8%	2.3%	11.2	?	-16.7%	?	0.5
O=C(O)c1ccc(S(=O)(=O)N2CCC(NC(=O)C3CCCCC3)CC2)cc1	9.0%	12.7%	-10.6%	-2.2%	2.1	4.0%	0.5%	13.1	6.4
O=C1CC(NCc2ccncc2)C(=O)N1c1ccccc1 (stereo not given)	7.2%	8.5%	0.3%[9.22 µM]	-10.1%	26.4	?	8.3%	20.0	5.5
C=CCOc1nc2c(c(=O)n(Cc3ccc(Cl)c(Cl)c3)c(=O)n2C)n1C	7.3%	5.4%	0.7%	9.0%	0.0	?	-22.1%	15.1	7.2
O=c1[nH]ncc(N2CCN(C(c3ccccc3)c3ccccc3)CC2)c1Cl	-18.7%	-13.5%	-22.4%	-1.0%	-4.4	?	-16.0%	-1.4	-0.2
Cc1nc(CNS(=O)(=O)c2ccc(Br)cc2)cs1	4.8%	9.0%	2.9%	9.5%	7.8	22.0%	5.2%	42.9	4.4
C[C@H](CO)N1C[C@H](C)[C@H](CN(C)S(=O)(=O)c2ccc(F)cc2)OCc2cnnn2CCCC1=O	2.9%	4.1%	nt	7.7%	10.4	23.1%	?	-9.1	4.1
CSc1ccc(CN(C)C(=O)CCNS(=O)(=O)c2ccc(C)c(C)c2)cc1	2.9%	0.4%	1.4%	13.2%	19.8	?	-3.1%	-25.0	-3.5
Cc1cc(C)c(-n2c(O)c(C=NCCN3CCOCC3)c(=O)[nH]c2=O)c(C)c1	5.5%	7.4%	-2.0%[9.22 µM]	4.4%	8.9	0.5%	15.3%	-6.6	-3.4
COc1cccc(CN2CCN(C(=O)[C@H]3O[C@@H](n4cnc5c(N)ncnc54)[C@H](O)[C@@H]3O)CC2=O)c1	23.9%	16.5%	nt	2.8%	14.7	-3.4%	-6.8%	-26.4	2.1

Screening results from PubChem BioAssay.
